Vif-APOBEC3F blk = inhibitors of Vif-A3F interaction; AID 602313; HeLa A3F-eYFP + Vif (tagged APOBEC3F with the HIV-1 protein that degrades it), YFP fluorescence increase; 390,000 tested, 0.2% active; Potency, µM (titrated, usually from 46.1 µM), for the others: at the highest dose activity, negative = active; also: potency is read from the fitted curve at half-maximal effect; % of control where 0% means no effect; nearly all actives have a fitted effect of over 65% in size
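HeLa cells stably expressing Vif plus C-terminally eYFP-tagged A3F were seeded, incubated overnight at 37 deg C, dosed with compound, incubated overnight again at 37 deg C. Yellow fluorescence (Ex 488/Em 500-530) reported blocked Vif-mediated A3F-eYFP degradation.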
PI4K2A block = PI4K2A (human) kinase inhibition; Q9BTU6; purified PI4K2A, ADP-Glo luminescence, 1 h; stronger effect = lower value; activity change, negative = inhibition, % at 76.9 µM; 420,000 tested, 0.13% active; in the data active = activity change below about -50%; inconclusive = mostly about -30% to -49%;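 also: -100% = wells without enzyme as full effect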
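In this quantitative HTS, ADP production by PI4K2A was quantified luminescently after 1 h at ambient temperature; 100 microM adenosine served as plate-quality control.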
TrxR1 substrate = rat thioredoxin reductase 1 substrate activity; Potency, µM (titrated, usually from 114 µM), for inactives: at the highest dose activity change, negative = substrate turnover; O89049; 390,000 tested, 0.01% active; purified TrxR1 substrate turnover, NADPH consumption readout; AID 588456; also: potency is read from the fitted curve at half-maximal effect; % is scaled to controls: 0 for no effect and ±100 for the full control effect; nearly all actives have a fitted effect of over 50% in size
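Rat TrxR1, dispensed at 90 nM, was prereduced with 400 uM NADPH (final) for 5 min at ~22 deg C, then incubated with compound 15 min before 400 uM selenite. A first-read NADPH fluorescence drop versus no-compound background flagged substrates.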
RXFP1 ag = activates the human relaxin receptor RXFP1. 370,000 tested, 0.3% active. Potency, µM (series often up to 57.5 µM), inactives show at the highest dose activation, hits mostly activators. Q9HBX9. AID 2676. HEK293T-RXFP1 cAMP TR-FRET, 30 min; response scale: percent of porcine relaxin response, buffer zero; also: potency is read from the fitted curve at half-maximal effect; % is scaled to controls: 0 for no effect and ±100 for the full control effect; nearly all actives have a fitted effect of over 60% in size; many of its hits are not listed in these tables
Target sequence (Q9HBX9 whole entry, looked up): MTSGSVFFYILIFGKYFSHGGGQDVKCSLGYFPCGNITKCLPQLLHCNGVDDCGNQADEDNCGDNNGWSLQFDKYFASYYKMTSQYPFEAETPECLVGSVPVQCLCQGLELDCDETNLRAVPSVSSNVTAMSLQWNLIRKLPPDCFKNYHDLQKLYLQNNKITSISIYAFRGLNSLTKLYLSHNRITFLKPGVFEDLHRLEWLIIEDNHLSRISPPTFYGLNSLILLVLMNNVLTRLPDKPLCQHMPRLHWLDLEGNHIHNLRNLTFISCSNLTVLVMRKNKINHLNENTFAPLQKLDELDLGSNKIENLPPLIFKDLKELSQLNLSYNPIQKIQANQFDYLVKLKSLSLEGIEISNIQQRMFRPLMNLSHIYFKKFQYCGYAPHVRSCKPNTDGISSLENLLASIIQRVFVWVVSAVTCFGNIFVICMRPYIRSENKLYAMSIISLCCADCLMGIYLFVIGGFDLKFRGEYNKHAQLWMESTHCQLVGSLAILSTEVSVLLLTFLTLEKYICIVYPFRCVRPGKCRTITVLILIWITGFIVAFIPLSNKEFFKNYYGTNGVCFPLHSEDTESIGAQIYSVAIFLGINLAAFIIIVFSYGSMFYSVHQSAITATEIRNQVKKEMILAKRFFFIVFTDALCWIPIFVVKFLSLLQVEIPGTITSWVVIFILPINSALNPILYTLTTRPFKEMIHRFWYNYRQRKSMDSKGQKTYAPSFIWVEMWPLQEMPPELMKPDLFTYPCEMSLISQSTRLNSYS
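cAMP rise read by TR-FRET after 30 min, 37C compound exposure (up to 58 uM) in RXFP1-transfected HEK293 cells with Ro 20174 present. EC50 from Hill-equation fits, with 29 nM porcine relaxin as 100% and buffer as basal.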
LDHA block = blocks human lactate dehydrogenase A; AID 1347041; 480,000 tested, 0.15% active; activity change, % (values are at about 110 or 230 µM); purified LDHA, NADH/diaphorase-resazurin fluorescence; stronger effect = lower value; in the data active = activity change below about -30%; inconclusive = mostly about -25% to -30%;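 also: plate controls were DMSO wells for no effect and wells without enzyme for full effect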
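Remaining NADH was detected by diaphorase (0.133 mg/mL) converting 37 µM resazurin to fluorescent resorufin, read at 0 and 20 minutes. The preceding 5-minute room-temperature reaction used 2 nM LDHA, 0.2 mM sodium pyruvate and 0.06 mM NADH at pH 7.4.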
Glioma ERSR ind = induces the endoplasmic reticulum stress response in human glioma cells; U87-MG GRP78 promoter luciferase reporter, 16 h; Potency, µM, without a hit: top-dose activation, most hits filed as activators; 420,000 tested, 0.02% active; AID 602332; also: potency is read from the fitted curve at half-maximal effect; series mostly up to about 76 µM; % of control where 0% means no effect; nearly all actives have a fitted effect of over 35% in size
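Stably transfected U87-MG glioma cells carrying a GRP78-based luciferase sensor; 16 h compound incubation. Luminescence end-point read 10 min after Bright-Glo addition at room temperature.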
mIDH1 inhibitor = inhibitors of human mutant IDH1 R132H; Potency, µM (top dose mostly 76.6 µM), for the others: at the highest dose activity change, negative = inhibition, actives largely listed as inhibitors; O75874; AID 602179; IDH1-R132H enzyme, NADPH consumption, diaphorase/resazurin fluorescence; 390,000 tested, 0.093% active; also: potency is read from the fitted curve at half-maximal effect; % is scaled to controls: 0 for no effect and ±100 for the full control effect; nearly all actives have a fitted effect of over 65% in size
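IDH1-R132H (0.5 ug/mL) preincubated 30 min with compound, then NADPH (0.016 mM) and alpha-KG (2 mM) added; 80 min at RT, pH 7.5. Remaining NADPH coupled via diaphorase/resazurin to fluorescence (540/590 nm); concentration-response curves normalized to no-enzyme control.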
USP1-UAF1 inh = blocks the human USP1/UAF1 deubiquitinase complex | O94782 | recombinant USP1/UAF1, Ub-Rhodamine cleavage fluorescence | Potency, µM (titrated, usually from 57.1 µM), for inactives: at the highest dose activity change, negative = inhibition, most hits filed as inhibitors | 390,000 tested, 0.23% active | AID 743255; also: potency is read from the fitted curve at half-maximal effect; % is scaled to controls: 0 for no effect and ±100 for the full control effect; nearly all actives have a fitted effect of over 60% in size; inactives centre near -12
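High-throughput fluorogenic screen: 1nM USP1/UAF1 complex, Ub-Rho substrate 150nM final, 50mM HEPES pH 7.8 with 0.5mM EDTA, 0.1 mg/ml BSA, 1mM TCEP and 0.01% Tween-20.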
Vif-APOBEC3G blk = blocks the Vif interaction with human APOBEC3G | Q9HC16 | HeLa A3G-eYFP + Vif (tagged APOBEC3G with the HIV-1 protein that degrades it), YFP fluorescence, overnight | Potency, µM (doses to about 46.1 µM), without a hit: top-dose activity, negative = active, hits mostly inhibitors | 410,000 tested, 0.076% active | AID 602310;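 also: potency is read from the fitted curve at half-maximal effect; % is scaled to controls: 0 for no effect and ±100 for the full control effect; nearly all actives have a fitted effect of over 60% in size; hits raise eYFP signal because A3G escapes Vif-driven loss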
Target sequence (Q9HC16 whole entry, looked up): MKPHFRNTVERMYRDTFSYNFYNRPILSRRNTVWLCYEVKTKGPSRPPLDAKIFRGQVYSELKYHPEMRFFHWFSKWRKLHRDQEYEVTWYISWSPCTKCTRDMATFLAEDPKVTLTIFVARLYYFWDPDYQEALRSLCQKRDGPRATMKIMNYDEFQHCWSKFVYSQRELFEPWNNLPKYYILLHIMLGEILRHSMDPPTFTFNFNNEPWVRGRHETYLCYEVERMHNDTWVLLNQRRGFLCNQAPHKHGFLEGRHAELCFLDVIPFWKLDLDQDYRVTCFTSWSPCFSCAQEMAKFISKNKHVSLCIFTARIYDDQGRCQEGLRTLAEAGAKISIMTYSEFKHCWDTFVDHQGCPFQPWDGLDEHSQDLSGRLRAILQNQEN
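Read-out is eYFP fluorescence (Ex 488/Em 500-530) from Vif-expressing HeLa A3G-eYFP cells; more signal means A3G escaped Vif-mediated degradation. Cells plated overnight, compound pinned in, incubated overnight at 37 deg C.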
* = called active by the depositor; i = inactive; ? = inconclusive; / = not tested or not shown; & = joins results of further samples; [ ] = remark or other dose. Unless noted, calls follow the shape of the dose curve; as a rule, active = well fitted curve in the direction sought with a large enough effect; inconclusive = small, poorly fitted or top-dose-only effect, or another doubt; inactive = no such curve, though single readings can be large; an effect the other way counts as inactive or inconclusive. Only part of the results is shown; the hit share may differ from the screen's.

SMILES	Vif-APOBEC3F blk	PI4K2A block	TrxR1 substrate	RXFP1 ag	LDHA block	Glioma ERSR ind	mIDH1 inhibitor	USP1-UAF1 inh	Vif-APOBEC3G blk
CCc1ccc(NC(=O)CCn2c(-c3ccc(OC)cc3)cc(C(C)=O)c2C)cc1	-1.6%	-1.0	0.3%[57.1 µM]	0.1%	-1.9	7.0%	4.2%	12.8%	-0.2%
CN(C)S(=O)(=O)c1ccc(C(=O)Nc2nnc(-c3ccco3)o2)cc1	13.5%	-2.8	-13.9%	-0.9%	7.5	1.8%	-2.3%	-8.5%	-0.6%
CC(C)=CCCC1=CCC(/C=N/NC(N)=O)C(C)C1 (centres undefined)	-13.8%	4.3	-9.7%	1.3%	2.4	0.1%	3.9%	-3.3%	-4.8%
COc1cc(/C=C/CNC[C@H]2O[C@@H](n3ccc(N)nc3=O)[C@H](O)[C@@H]2O)ccc1O	-0.3%	-2.6	/	/	14.5	-1.2%	2.6%	-9.1%	-9.7%
O=C(Nc1ccccc1Cl)c1ccc2c(=O)n3c(nc2c1)CCC3	-27.6%	-20.2	3.0%	1.5%	-0.9	-9.2%	8.2%	-3.5%	0.0%
Cc1cccn2c(=O)c3cc(S(=O)(=O)c4ccc(F)cc4)c(=N)n(Cc4ccco4)c3nc12	11.9%	-17.2	16.6%	3.2%	7.6	-2.3%	0.0%	-20.9%	-9.4%
CN1CCN(C(=O)C2Cc3c(-c4cccc(F)c4)ccnc3O2)CC1 (centres undefined)	/	4.0	/	/	-7.1	-1.6%	/	/	5.0%
CCOC(=O)CSC1=C(C#N)C(=O)NC(c2ccc(OC)c(OC)c2)S1 (centres undefined)	-6.3%	-24.0	-22.0%	2.4%	-6.2	-1.1%	-0.1%	-0.7%	-5.2%
COc1ccc(S(N)(=O)=O)cc1C(=O)OCCCOc1ccc(F)cc1	-24.9%	5.2	8.0%[57.1 µM]	0.5%	-2.5	-1.7%	6.7%	-19.0%	-1.4%
Cc1ccc(-c2cnc3ccccc3n2)cc1C	11.7%	-16.3	19.5%	-1.4%	-4.9	-8.8%	8.4%	-1.9%	-0.6%
COc1ccc(NC(=O)N/C=C/c2ccc(Cl)cc2)cc1	-6.0%	1.3	-10.4%	-1.8%	-16.6	0.8%	-1.6%	-14.9%	0.3%
COc1ccc2c(c1)c1c(c(=O)n(-c3ccccc3C)c(=O)n1Cc1c(F)cccc1Cl)n2C	-1.2%	2.4	5.0%	3.6%	-0.8	-0.2%	13.0%	-17.3%	0.9%
Cc1ccccc1OCC(=O)OCC(=O)c1ccc(OC(=O)c2ccccc2)cc1	4.1%	20.8	-2.3%	3.4%	6.7	-0.2%	10.4%	-15.7%	0.1%
CCCCC(NC(=O)COc1cc2c(c3oc(=O)cc(C)c13)CCC(C)(C)O2)C(=O)O (centres undefined)	-0.2%	-0.6	321.8%[activator][57.1 µM]	0.0%	-8.2	-4.8%	3.7%	-8.6%	1.0%
CCOc1ccc(CNC(=O)c2cccn2-c2nnc(N3CCCCC3)s2)cc1OC	2.8%	-6.8	-3.8%[57.1 µM]	-1.7%	-1.5&0.2	-2.4%	18.4%	-12.1%	-4.2%
COC(=O)CCC(=O)NC(=S)Nc1ccc(S(=O)(=O)N2CCCC2)cc1	-3.8%	0.2	-1.8%	3.0%	-7.0	-2.1%	-3.8%	-22.7%	0.3%
COc1ccc2c(c1OC)C(=O)N1c3cccc(Cl)c3C(=O)OC21 (centres undefined)	1.9%	-2.3	6.2%[57.1 µM]	1.2%	-7.6	-2.8%	3.0%	-4.2%	0.0%
CSc1nnc2[nH]c(=O)cc(C)n12	-2.6%	-1.0	-5.2%[57.1 µM]	0.4%	-0.4	-4.7%	11.0%	-19.3%	3.2%
Cc1ccc(S(=O)(=O)N2CCN(C(=O)CN3CCOCC3)C2c2ccccc2)cc1 (centres undefined)	-26.6%	6.6	7.4%	1.1%	-3.3&12.5	1.0%	0.3%	3.1%	-4.7%
Cc1ccc(C2=NC(C(F)(F)F)(C(F)(F)F)c3c(n(-c4ccc(F)cc4)c(=O)[nH]c3=O)N2)cc1	-11.5%	2.4	23.8%	-2.1%	-4.6	-4.6%	2.2%	-12.1%	-5.3%

Among those listed so far, these contain a furan ring, fused or not:
SMILES	Vif-APOBEC3F blk	PI4K2A block	TrxR1 substrate	RXFP1 ag	LDHA block	Glioma ERSR ind	mIDH1 inhibitor	USP1-UAF1 inh	Vif-APOBEC3G blk
CN(C)S(=O)(=O)c1ccc(C(=O)Nc2nnc(-c3ccco3)o2)cc1	13.5%	-2.8	-13.9%	-0.9%	7.5	1.8%	-2.3%	-8.5%	-0.6%
Cc1cccn2c(=O)c3cc(S(=O)(=O)c4ccc(F)cc4)c(=N)n(Cc4ccco4)c3nc12	11.9%	-17.2	16.6%	3.2%	7.6	-2.3%	0.0%	-20.9%	-9.4%

One compound at a time, as listed above. Screens in order: Vif-APOBEC3F blk, PI4K2A block, TrxR1 substrate, RXFP1 ag, LDHA block, Glioma ERSR ind, mIDH1 inhibitor, USP1-UAF1 inh, Vif-APOBEC3G blk
Results for COc1ccc(NC(=O)N/C=C/c2ccc(Cl)cc2)cc1 = -6.0%, 1.3, -10.4%, -1.8%, -16.6, 0.8%, -1.6%, -14.9%, 0.3%
Results for Cc1ccc(-c2cnc3ccccc3n2)cc1C = 11.7%, -16.3, 19.5%, -1.4%, -4.9, -8.8%, 8.4%, -1.9%, -0.6%

Next results follow.
SMILES	Vif-APOBEC3F blk	PI4K2A block	TrxR1 substrate	RXFP1 ag	LDHA block	Glioma ERSR ind	mIDH1 inhibitor	USP1-UAF1 inh	Vif-APOBEC3G blk
O=C(COc1ccccc1)OCC(=O)c1ccc(O)cc1O	-3.1%	-0.2	-10.8%	0.4%	3.6	-0.3%	-7.4%	-5.0%	-0.3%
O=C1NC(Cc2ccccc2)c2nc3ccc(Br)cc3c(=O)n2-c2cc3ccccc3cc21 (centres undefined)	-11.0%	1.2	/	/	-5.1	-0.9%	0.0%	-20.4%	-0.1%
COc1ccccc1Nc1nc2nonc2nc1N1CCC(C)CC1	6.7%	1.1	-0.2%	1.5%	0.8	-2.9%	7.0%	-14.3%	4.8%
COc1ccc(C(=O)NC(C(=O)NCC(=O)Nc2c(C)cccc2C)C(C)C)cc1 (centres undefined)	-7.5%	-5.8	6.5%	1.9%	-1.4	-3.0%	2.0%	-14.8%	-2.0%
OCCn1cnc2c(SCc3ccccc3)ncnc21	-10.7%	-2.8	5.0%[57.1 µM]	/	-8.2	?	-11.0%	-7.4%	-8.9%
Cc1cc2c(cc(C(=O)OCC(=O)NC3CCCCC3)n2C)o1	-9.2%	-0.2	18.9%	/	-8.8	-1.7%	-2.2%	-19.1%	0.5%
O=C(CC(Nc1cccc(Cl)c1Cl)C(=O)OCC(=O)c1cccs1)c1ccccc1 (centres undefined)	4.9%	4.9	3.6%	0.0%	-6.7	0.4%	3.0%	-23.7%	-6.4%
N#CCCN(Cc1cccnc1)C(=O)c1ccc(S(=O)(=O)N2CCOCC2)cc1	1.9%	2.4	-0.6%[57.1 µM]	-0.7%	0.4	0.3%	-4.6%	1.5%	-4.3%
O=C(COc1ccccc1)Nc1c2c(nn1-c1ccccc1)CS(=O)(=O)C2	7.5%	8.1	-1.1%	-1.8%	-2.3	-0.9%	-0.2%	-19.9%	-0.9%
Cc1ccc(CC(NC(=O)c2ccccc2)C(=O)NCC(=O)O)cc1 (centres undefined)	-9.9%	6.6	0.3%[57.1 µM]	-1.1%	-1.3	-3.3%	2.5%	-6.1%	1.6%
COc1ccc(NC(=O)c2nc(S(=O)(=O)Cc3ccc(C)cc3)ncc2Cl)cc1	/	-5.8	6.0%	2.9%	-2.1	/	/	-17.2%	/
COc1cc2c(cc1OC)CN(C(=O)COc1ccc(C)c(C)c1)CC2	-0.2%	7.1	2.1%	1.0%	1.6	-2.0%	-3.5%	-20.9%	1.1%
N#Cc1ccccc1NC(=O)CN1CCN(c2ccccn2)CC1	0.0%	-2.8	1.5%	0.0%	-1.4	-4.7%	-0.6%	-27.4%	-4.5%
O=C(Cn1c(-c2cccs2)cc2ccccc21)N1CCN(c2ccc(Cl)cc2)CC1	1.8%	0.6	51.4%[activator]	2.7%	-0.4	-3.6%	18.9%	-14.7%	-2.3%
CC(=O)Nc1ccc(S(=O)(=O)Nc2ccc3nc(C)sc3c2)cc1	1.0%	-9.1	0.3%	/	-1.4	-1.7%	-2.5%	-11.1%	0.2%
CCc1nn(CC(=O)Nc2cccc(C)c2C)c(=O)c2cc3sccc3n12	-0.2%	2.4	-2.4%	6.9%	-10.7	-4.1%	-13.9%	-5.4%	2.6%
CCCN(CCC)c1nc2c(C)cccn2c(=O)c1/C=C1/SC(=S)N(Cc2ccco2)C1=O	i	6.2	-10.4%	4.5%	-18.2	0.2%	0.0%	123.4%[activator]	3.16µM*
COC(=O)c1cccc(NC(=O)c2cnccn2)c1	1.8%	5.9	5.1%	3.2%	-4.4	-0.2%	6.2%	-13.5%	-3.4%
Cn1c(NCc2ccccc2)nc2c1c(=O)n(Cc1ccccc1)c(=O)n2C	-3.7%	-5.4	-5.6%	2.8%	-3.6&-8.0	-2.3%	13.4%	-8.9%	-0.4%
